KKLEB tox: CF airway cell cytotoxicity counter-screen | KKLEB CF airway cells viability, ATPlite luminescence, overnight; active compounds read low; cells stimulated with P. aeruginosa culture filtrate | activity change (cytotoxicity), % at 5 µM | 360,000 tested, 0.36% active | AID 602141;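 active = corrected activity change at or below -50% at 5 µM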
Peg3 promoter: Peg3 promoter activity inhibition; inhibition, % at 20 µM; 360,000 tested, 1.7% active; HeLa PEG-Prom luciferase reporter, luminescence, overnight;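 active = inhibition of at least 50% at 20 µM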
Shn3 3UTR inh: reduces Shn3 3'UTR luciferase signal in osteoblasts. Clone20 osteoblast Shn3 3'UTR firefly luciferase, 24 h. inhibition, % at 12.5 µM. 360,000 tested, 0.52% active. AID 588674;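 active = mean inhibition of at least 75% with every replicate also reaching 75%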;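 also: 0% = median of neutral control wells and 100% = pilot-screen positive control compound; some compounds past the cut are filed as inactive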
EBV LMP1 NFkB: Epstein-Barr LMP1 NF-kappaB reporter inhibition; inhibition, % at 12.5 µM; 350,000 tested, 0.69% active; LMP1-induced NF-kappaB luciferase reporter cells, luminescence; in the data active = inhibition above about 41%;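 also: 0% = neutral control wells and 100% = reference inhibitor control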
hiPSC survival: hiPSC single-cell survival enhancement; survival enhancement, % at 20 µM; ATPlite luminescence; 100% = ROCK inhibitor wells, 0% = DMSO; 360,000 tested, 0.044% active; in the data active = survival enhancement above about 18%;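 also: cells exposed to compounds for 16 hours before the ATP read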
TRAIL sens C8: caspase-8 TRAIL sensitization; NB7+C8 cells + TRAIL, ATPlite viability luminescence; inhibition (viability loss, TRAIL sensitization), % at 10 µM; 360,000 tested, 1% active; AID 624354;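 active = compounds causing at least 50% loss of cell viability in the single-dose screen, relative to plate controls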
NR2E3 ag-1: agonists of human nuclear receptor NR2E3; GST-NR2E3/biotin-RetCOR TR-FRET, 1536-well; inhibition of corepressor binding, % at 4.78 µM; 320,000 tested, 0.12% active; AID 2300;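 active = percent inhibition above the cutoff of mean plus 3 SD of all tested compounds, set per screening campaign, cut at about 20% in these data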;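 also: 0% = DMSO wells and 100% = biotin wells as full block of FRET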
Target sequence (Q9Y5X4 whole entry, looked up): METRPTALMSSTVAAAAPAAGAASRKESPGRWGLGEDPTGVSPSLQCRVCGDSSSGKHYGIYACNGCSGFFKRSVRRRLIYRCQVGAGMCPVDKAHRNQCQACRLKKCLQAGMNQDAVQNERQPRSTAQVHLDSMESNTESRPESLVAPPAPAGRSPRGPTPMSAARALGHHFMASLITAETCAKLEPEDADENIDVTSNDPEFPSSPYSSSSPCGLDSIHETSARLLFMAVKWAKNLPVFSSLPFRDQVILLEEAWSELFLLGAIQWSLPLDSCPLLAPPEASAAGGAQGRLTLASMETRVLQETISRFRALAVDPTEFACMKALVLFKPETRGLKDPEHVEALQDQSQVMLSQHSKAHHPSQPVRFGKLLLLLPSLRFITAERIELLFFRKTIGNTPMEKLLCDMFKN
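System: GST-tagged NR2E3 plus biotinylated RetCOR corepressor; Amount: 1.35 nM GST-tagged NR2E3 final; Dosing: single nominal compound dose of 4.8 µM; Schedule: 5 h incubation at 4 °C; Technique: TR-FRET with europium anti-GST and streptavidin-D2, 340 nm excitation; Controls: biotin wells as high control, 0.6% DMSO wells as low control.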
TRPM1 prom inh: reduces MITF-dependent TRPM1 promoter luciferase signal; SK-MEL-5 TRPM1 promoter luciferase, 24 h; inhibition, % at 12.5 µM; 330,000 tested, 0.83% active; AID 488899;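 active = mean inhibition across replicates of 60% or more, whatever share of single replicates reaches that level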; also: values of inactives mirror those of a sister screen read the other way
NR2E3 ag-2: human photoreceptor-specific nuclear receptor agonism. Q9Y5X4. CHO-S Gal4-NCOR/VP16-NR2E3 two-hybrid, luciferase. inhibition of corepressor binding, % at 3.98 µM. 360,000 tested, 0.35% active. AID 602229;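 active = inhibition above the mean of all tested compounds plus 3 SD, cut at about 70% in these data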;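 also: 0% = DMSO with NR2E3 transfected cells and 100% = cells lacking NR2E3 construct; higher means lower luciferase signal from less NR2E3 corepressor binding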
CF NFkB block: blocks PAF-induced NF-kB reporter in cystic fibrosis cells; KKLEB NF-kB-GFP reporter, GFP fluorescence overnight; inhibition, % at 5 µM; 360,000 tested, 0.86% active; AID 588850;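 active = at least 50% inhibition at 5 µM, scaled per plate between neutral and stimulator controls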;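 also: PAF is a Pseudomonas aeruginosa culture filtrate used as stimulus; plate controls were PAF-stimulated DMSO wells for no effect and unstimulated DMSO wells for full effect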
HIF-2a block: inhibitors of HIF-2a; 786-0 RCC cells HIF-2a reporter, luciferase luminescence, overnight; inhibition, % at 18.8 µM; 360,000 tested, 0.72% active;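 active = inhibition of the luminescence signal of 40% or more relative to plate controls, in a single-dose primary screen at 18.75 µM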
The depositor's hits bear a star; / = not tested or not shown. The list is partial (hit frequency here may not be typical).

Compound	KKLEB tox	hiPSC survival	HIF-2a block	EBV LMP1 NFkB	Peg3 promoter	NR2E3 ag-1	TRPM1 prom inh	CF NFkB block	Shn3 3UTR inh	NR2E3 ag-2	TRAIL sens C8
CCN(CC)S(=O)(=O)c1ccc(S(=O)(=O)N(CC(=O)Nc2ccccc2)CC2CCCO2)cc1 (configuration not stated)	-2	-2.8	-20	-3	10	2	-13	15	31	14	0
COc1ccc(S(=O)(=O)N2CCN=C2SCc2cccnc2)cc1	9	-1.8	18	4	12	5	3	-4	-13	-11	2
CCC(C)(C(=O)NC1CCCC1)N(Cc1cccs1)C(=O)c1ccc2c(c1)OCO2 (configuration not stated)	18	-0.8	19	8	22	0	10	-13	0	-10	-8
COc1ccc(CCNC(=O)COc2ccc(S(=O)(=O)N3CCCC3)cc2)cc1	-7	1.0	7	0	-1	2	-1	3	-1	-30	-4
N#Cc1c(N)sc(=S)c2c1CCCCC2	5	11	15	4	8	-1	19	-9	-16	-29	0
CC(C)(C)C(=O)Nc1sc2c(c1C#N)CCN(Cc1ccccc1)C2	1	-0.8	-20	-5	1	3	/	-13	1	-44	-4
CCOc1cc(C(=O)Nc2ccccc2N2CCOCC2)ccc1OCC(=O)N1CCCCC1	-8	-0.4	2	7	7	-2	-11	16	11	-29	-7
O=C(NC1CCCCC1)c1nc2c(nnn2Cc2ccccc2Cl)c(=O)[nH]1	12	0.9	17	7	4	3	2	0	0	-16	-5
Cc1oc(-c2ccc(Cl)cc2)nc1CN1CCC(C(=O)NCCCN2CCCC(C)C2)CC1 (configuration not stated)	-13	-0.6	-6	-36	43	1	96*	5	-16	-4	21
O=C(Cc1cccc2ccccc12)NN1C(=O)CSC1=S	11	-2.3	11	1	5	1	4	-15	1	-18	-7
Cn1nc(CC(=O)Nc2ccc(N3CCN(C(=O)OC(C)(C)C)CC3)cc2)c2ccccc2c1=O	12	-2.2	3	25	12	-3	41	0	/	76*	25
CSc1nc(C)cc(Oc2ccc(=O)[nH]n2)n1	-26	-1.1	20	6	10	-4	-5	20	-12	-6	1
O=C(NCc1nc(-c2ccccc2)cs1)c1ccccc1	0	-2.6	-95	-3	-84	4	-9	-16	-39	-14	6
COc1ccc(NCc2nnc(SCC(=O)NNC(=O)c3ccc(C)cc3)n2C)cc1	1	3.3	10	-6	-12	-2	-1	9	19	-4	-7
CN(C)S(=O)(=O)c1cccc(NC(=O)COC(=O)c2cc(-c3cccc(Br)c3)nc3ccccc23)c1	4	-1.1	-9	-1	-26	-1	11	-43	-19	-8	15
O=C(CSc1nc2c(cnn2-c2ccc(F)cc2)c(=O)[nH]1)N1CCOCC1	0	2.4	18	0	11	0	7	6	-11	2	-16
Cc1cnc(C(=O)NNC(=O)c2ccc(Br)cc2)cn1	12	-0.1	6	10	19	-2	14	9	43	17	5
O=C(NCC1CCCCC1)c1ccc(Cl)c(S(=O)(=O)N2CCOCC2)c1	4	-3.5	3	4	5	5	-7	20	-34	24	-3
CC(=O)c1ccc(S(=O)(=O)NCc2ccc(C(=O)NCC(c3ccccc3)N(C)C)cc2)cc1 (configuration not stated)	0	-0.7	-22	-3	-25	2	-12	-12	-3	-17	-12
CN(C)S(=O)(=O)n1cc(/C=C(\NC(=O)c2ccccc2Cl)C(=O)NCCCN2CCOCC2)c2ccccc21	-14	0.6	2	-4	10	2	-5	-3	10	-14	-10
O=C1C(=O)N(c2cccc(Cl)c2)C(c2ccccc2[N+](=O)[O-])/C1=C(\O)c1ccccc1 (configuration not stated)	-1	0.1	-195	0	-51	4	14	-3	-7	-34	-6
O=C1C[C@@H](c2ccc(O)cc2)Oc2cc(O)cc(O)c21	-14	5.2	-22	-6	-38	0	-18	10	-45	-36	5
N#Cc1ccc(C(=O)Nc2nc3ccccc3[nH]2)cc1	1	-0.6	-187	-9	-279	-1	-50	14	-72	-115	39
CC(C)C(Cl)=NOC(=O)Nc1ccc(S(N)(=O)=O)cc1	-7	-1.8	23	1	88*	/	16	41	95*	-17	4
COc1ccc(NC(=O)CNC(=O)Cc2ccccc2)cc1OC	2	0.3	6	-9	5	2	3	-7	-5	-24	-6
CCOc1ccc(S(=O)(=O)NCCC(=O)OCC(=O)Nc2cc(C)on2)cc1	4	-0.4	3	1	5	-1	-4	-8	-2	3	-13
CCCNS(=O)(=O)c1ccc(OCC(=O)N2CCOCC2)cc1	-2	0.4	-3	-16	1	3	-8	-4	-18	-9	2
CN(CC(=O)Nc1ccc(Cl)cc1)C(=O)c1cccc(S(=O)(=O)N2CCN(Cc3ccccc3)CC2)c1	-4	-0.7	5	14	29	0	19	-12	63	26	14
Cc1ncc(C[n+]2csc(CCOC(=O)CC3C4CC5CC(C4)CC3C5)c2C)c(N)n1 (configuration not stated)	-1	-2.1	5	-9	4	-2	-3	2	2	-27	2
Cc1cccc(OCCc2c(C)[nH]c(=S)[nH]c2=O)c1	-2	0.7	15	0	16	-2	2	10	22	-7	15
Cc1ccc(OCC(=O)N2CCN(C(=O)Cc3ccccc3)CC2)cc1	2	3.8	-2	5	10	-1	-9	16	-4	-12	-14
COc1ccc(-c2cc(C(=O)NCc3ccco3)c3ccccc3n2)cc1	-6	-0.7	-104	-2	-45	-2	3	-1	0	-20	13
COc1cc(NC(=O)COC(=O)c2ccccc2F)cc(OC)c1	8	-0.9	-5	1	13	-1	-2	-1	-2	15	-3
Cc1ccc2c(c1)N(CC(=O)Nc1ncccc1C)C(=O)C(C(C)C)O2 (configuration not stated)	-5	-0.3	-2	-31	-1	4	-21	10	5	-28	2
CCN(CC)CCN(C(=O)c1ccc(C(C)=O)cc1)c1nc2ccc(Cl)cc2s1	-10	-0.3	-70	2	-75	2	-28	4	1	-25	-1
CC1CCN(S(=O)(=O)c2ccc(S(=O)(=O)NCc3cccnc3)cc2)CC1	8	-0.6	16	1	4	0	14	-2	-10	-7	-8
CC(=O)Nc1ccc(NC(=O)C(C)OC(=O)C2CCCC2)cc1 (configuration not stated)	12	-0.4	-3	-3	3	1	3	-15	7	15	0
Cc1ccc(/C=C2\SC(=S)N(CCC(=O)NNC(=O)c3ccc(O)cc3)C2=O)cc1	-2	-0.4	16	3	-30	2	-7	-22	-10	-3	12
Cc1cc(C)nc(SC2CC(=O)N(c3ccc(Br)cc3)C2=O)n1 (configuration not stated)	-5	3.3	2	-1	-3	-4	-9	-6	10	-14	9
O=C(CN1C(=O)/C(=C\c2ccc(F)cc2)Oc2ccccc21)NCc1ccco1	-9	1.4	5	-20	2	-1	0	-7	-29	-6	1
CN(CC(=O)Nc1sc2c(c1C#N)CCCCC2)Cc1nc2ccccc2c(=O)[nH]1	1	0.0	19	0	22	0	17	-6	11	-5	-2
Cc1ccccc1-n1c(SCC(=O)c2c(N)n(C)c(=O)n(C)c2=O)nc2sc3c(c2c1=O)CCCC3	-11	-0.1	6	5	16	-2	17	7	-18	3	5
CCN(CC(=O)Nc1cccc(OC)c1)C(=O)c1ccncc1	2	0.5	8	2	19	5	2	-2	12	1	7
Cc1cccc(C2c3[nH]c4ccccc4c3CCN2Cc2ccc(C)s2)n1 (configuration not stated)	2	-0.3	-15	-7	4	2	25	-7	51	-51	-4
Cc1sc2ncnc(SCC(=O)N3CCCC(C(F)(F)F)C3)c2c1C (configuration not stated)	16	0.3	8	5	9	2	10	-76	9	5	27
Cc1ccc(SCC(=O)Nc2ccccc2C(=O)O)cc1	-11	-1.0	-158	-14	-154	-1	-23	25	-17	-127	-9
CC(=O)N1N=C(C)CC1c1ccc(O)cc1 (configuration not stated)	3	-1.5	12	-9	6	0	4	19	-9	-10	-3
O=C(CCn1c(=O)sc2ccccc21)NCc1ccc2c(c1)OCO2	-6	-0.9	5	-15	15	3	5	-9	7	-12	6
CCOC(=O)c1oc2ccc(Br)cc2c1NC(=O)CN1CCN(C)CC1	-10	-1.0	7	-11	14	-2	-24	16	-1	3	34
Cc1ccc(C2(C)NC(=O)N(Cc3c(C)noc3C)C2=O)cc1 (configuration not stated)	-4	-3.0	-20	-4	-23	0	-21	-7	13	-17	1

The list continues:
Compound	KKLEB tox	hiPSC survival	HIF-2a block	EBV LMP1 NFkB	Peg3 promoter	NR2E3 ag-1	TRPM1 prom inh	CF NFkB block	Shn3 3UTR inh	NR2E3 ag-2	TRAIL sens C8
COc1cc(/C=N/NC(N)=O)cc(Br)c1OCc1ccccc1C	-1	-1.5	2	-3	-4	1	4	-15	1	-25	-6
COCCNC(=O)C1(C)CCCN(C(=O)c2cc(F)ccc2C)C1 (configuration not stated)	9	-0.3	13	/	-6	/	/	-7	-7	-39	1
O=C1N=C(N2CCOCC2)SC1=C1CCCCC1	-3	3.7	-108	-9	-83	1	-40	6	-45	-13	-1
COc1ccc2oc(-c3ccccc3)c(C(=O)O)c2c1	7	-0.1	-2	4	-13	4	16	-7	16	-2	6
CN1CCN(Cc2cn(C)nc2-c2ccccc2F)CC1c1ccccc1 (configuration not stated)	6	0.1	2	4	8	-3	0	-15	9	22	10
CCOc1ccccc1C(=O)Nc1ccccc1-c1ccccc1	0	0.1	16	-7	30	-3	22	-22	-4	10	-8
O=C(NNC(=S)Nc1ccccc1)c1cc(Br)ccc1Cl	34	-0.6	-81	3	-6	0	23	-4	-13	-33	8
Oc1c(C=Nc2ccccc2Cl)[nH]c2ccccc12	8	-0.7	-216	-40	-193	1	-11	-6	-35	-100	5
CSc1nc2ccc(NC(=O)CSc3nnc(N)s3)cc2s1	3	-2.0	-154	-10	-89	-2	-37	-10	-26	-28	-1
CCCCC(CC)C(=O)NCc1ccccc1OC (configuration not stated)	-3	0.3	5	-10	20	0	8	4	16	-10	-10
COc1ccccc1NC(=O)c1ccc(NC(=O)C2COc3ccccc3O2)cc1 (configuration not stated)	-7	-0.6	-10	-12	34	0	-5	-3	24	-29	9
COc1c(Cl)ccc(Cl)c1C(=O)OCC(=O)O	-11	-1.6	1	-11	18	0	-1	-5	1	11	-5
O=C(O)c1cccc(N/N=C/c2cccs2)c1	6	3.8	82*	57*	83*	-4	77*	-27	66	-172	7
O=C(COC(=O)COc1ccc(Cl)cc1Br)NCCC1=CCCCC1	31	0.0	9	-1	9	8	0	-10	-4	-11	-1

Pulled by structure from above:
Compound	KKLEB tox	hiPSC survival	HIF-2a block	EBV LMP1 NFkB	Peg3 promoter	NR2E3 ag-1	TRPM1 prom inh	CF NFkB block	Shn3 3UTR inh	NR2E3 ag-2	TRAIL sens C8
COc1ccc(-c2cc(C(=O)NCc3ccco3)c3ccccc3n2)cc1	-6	-0.7	-104	-2	-45	-2	3	-1	0	-20	13
COc1ccc(NC(=O)CNC(=O)Cc2ccccc2)cc1OC	2	0.3	6	-9	5	2	3	-7	-5	-24	-6
